KCNH2 3.1 block – blocks the human KCNH2 3.1 channel isoform; U2OS KCNH2 3.1, thallium flux FluxOr; hits give low values; activity change, % (tested at about 1.8 µM); 0.95% of 340,000 active; AID 720553;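 active = maximum activity change below -70%; inconclusive = maximum activity change from -70% to -50%; inactive = maximum activity change above -50%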;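 also: thallium influx rate constant from kinetic fluorescence after stimulation buffer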
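Thallium flux via FluxOr fluorescence (Red40 quencher, 45 min loading) in U2OS cells virally expressing the KCNH2 3.1 isoform (1.77 x 10^8 /mL virus, overnight at 37 C). Rate constants from 2-min kinetic reads post-stimulation, normalised to positive and negative controls.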
KCNH2 WT inh – blocks the wildtype human KCNH2 potassium channel; activity change, % at 1.84 µM; AID 720551; U2OS, BacMam KCNH2, thallium flux FluxOr; hits give low values; 0.37% of 340,000 active;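 active = maximum activity change below -70%; inconclusive = maximum activity change between -70% and -50%; inactive = maximum activity change above -50%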
Target sequence (Q12809 whole entry, looked up): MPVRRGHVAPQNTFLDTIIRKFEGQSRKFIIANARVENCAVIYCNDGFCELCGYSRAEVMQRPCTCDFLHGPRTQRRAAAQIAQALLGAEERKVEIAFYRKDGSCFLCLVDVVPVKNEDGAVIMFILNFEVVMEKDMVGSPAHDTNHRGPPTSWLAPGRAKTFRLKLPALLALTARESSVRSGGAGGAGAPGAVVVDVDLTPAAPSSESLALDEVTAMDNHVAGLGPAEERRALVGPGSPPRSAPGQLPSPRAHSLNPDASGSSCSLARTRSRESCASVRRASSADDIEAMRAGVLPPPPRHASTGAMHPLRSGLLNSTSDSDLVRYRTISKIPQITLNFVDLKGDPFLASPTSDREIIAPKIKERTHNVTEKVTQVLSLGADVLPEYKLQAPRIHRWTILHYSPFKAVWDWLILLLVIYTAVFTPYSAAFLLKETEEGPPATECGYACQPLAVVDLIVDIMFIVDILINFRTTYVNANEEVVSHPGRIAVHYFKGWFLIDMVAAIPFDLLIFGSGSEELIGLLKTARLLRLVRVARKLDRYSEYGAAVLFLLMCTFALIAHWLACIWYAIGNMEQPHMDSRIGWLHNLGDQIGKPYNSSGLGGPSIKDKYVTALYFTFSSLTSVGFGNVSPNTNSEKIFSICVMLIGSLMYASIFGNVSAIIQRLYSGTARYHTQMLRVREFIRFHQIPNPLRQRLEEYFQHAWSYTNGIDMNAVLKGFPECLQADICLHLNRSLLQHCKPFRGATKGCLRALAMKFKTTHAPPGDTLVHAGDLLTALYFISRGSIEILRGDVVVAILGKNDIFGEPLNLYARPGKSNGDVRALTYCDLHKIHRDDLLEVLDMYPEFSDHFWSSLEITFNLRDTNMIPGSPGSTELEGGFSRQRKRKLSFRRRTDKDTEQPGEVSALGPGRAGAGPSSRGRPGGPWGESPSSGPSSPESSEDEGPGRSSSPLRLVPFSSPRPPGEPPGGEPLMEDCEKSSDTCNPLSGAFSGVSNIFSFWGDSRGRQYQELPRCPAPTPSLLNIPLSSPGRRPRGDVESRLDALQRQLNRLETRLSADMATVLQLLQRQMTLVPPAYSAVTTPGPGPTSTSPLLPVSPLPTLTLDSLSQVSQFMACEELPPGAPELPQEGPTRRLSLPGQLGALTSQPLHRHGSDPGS
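U2OS cells were transduced with wild-type KCNH2 virus (2.03 x 10^8 / mL) for 4 h at room temperature, then cultured overnight at 37 C. Thallium flux was read with FluxOr dye. Rate constants were normalized to DMSO controls.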
Active calls of the source: *; ? = inconclusive. % is scaled to controls: 0 for no effect and ±100 for the full control effect.

SMILES	KCNH2 3.1 block	KCNH2 WT inh
O=C1NC(Cc2ccc(O)cc2)c2nc3cc(F)c(F)cc3c(=O)n2-c2cc3ccccc3cc21 (centres undefined)	2	3
Cc1ccc(OCc2cc(C(=O)N3CCCC(C)C3)no2)cn1 (centres undefined)	14	3
Cc1ccc(S(=O)(=O)N2C[C@H]3N(C(=O)OC(C)C)N(C(=O)OC(C)C)C[C@H](OC(=O)NCc4ccccc4F)[C@@]3(O)C2)cc1	-3	-4
O=C(O)c1ccsc1Cc1cccs1	8	-4
COc1ccc(-c2nnc(SCC(=O)N(C)C3CCS(=O)(=O)C3)n2CC(C)C)cc1 (centres undefined)	23	2
O=C(Nc1ccc(Cl)cn1)c1ccccc1-c1ccccc1	-15	-4
CCOc1ccc(S(=O)(=O)N2CCCCC2)cc1NC(=O)C1CCCC1	11	1
COCCn1c(=S)[nH]c2cc(C(=O)NC3CCCCCC3)ccc2c1=O	15	1
COC(=O)c1ccc2cc(OC)c(OC)cc2c1	0	-1
COc1ccc(C=Cc2ccc3ccccc3n2)c(OC)c1	-7	-23
C[C@@H]1CN([C@@H](C)CO)S(=O)(=O)c2ccc(Br)cc2O[C@H]1CN(C)Cc1ccncc1	7	-19
O=C(OC1C2C=CC1C1C(=O)NC21)c1ccccc1 (centres undefined)	1	-3
C[C@H](CO)N1C[C@H](C)[C@H](CN(C)C(=O)c2ccccc2F)Oc2ncc(Br)cc2C1=O	8	23
CCOc1ccccc1N(CC(=O)NCCc1ccc(OC)cc1)S(=O)(=O)c1ccc(C)cc1	-10	40
CC(C)NC(=O)N(C)C[C@H]1OCc2cnnn2CCCC(=O)N([C@H](C)CO)C[C@H]1C	16	-12
O=C(NC(Cc1c[nH]c2ccccc12)C(=O)O)c1cccc(S(=O)(=O)N2CCCCC2)c1 (centres undefined)	12	-9
O=C(CN1c2cccc3cccc(c23)S1(=O)=O)NCc1ccccc1Cl	3	4
CN(C(=O)COC(=O)c1cc([N+](=O)[O-])ccc1N1CCOCC1)C1CCCCC1	22	-30
C[C@H](CO)N1C[C@H](C)[C@H](CN(C)Cc2ccccc2)Oc2ncc(Br)cc2C1=O	4	-11
CNC(=O)c1ccsc1NC(=O)CS(=O)(=O)c1ccc(F)cc1	1	2
FC(F)(F)c1nc2nc(Cl)c(Cl)nc2[nH]1	-71*	17
CC(NC(=O)COC(=O)c1ccc2c(=O)n3c(nc2c1)CCCCC3)c1ccc(F)cc1 (centres undefined)	?	1
C[C@@H]1CN([C@H](C)CO)C(=O)c2cc(Br)cnc2O[C@@H]1CN(C)C(=O)Nc1ccccc1	2	0
CC(NC(=O)c1ccc(Cl)c(S(=O)(=O)NC2CC2)c1)c1ccco1 (centres undefined)	1	7

15 of the compounds above, as comma-separated lines:
structure,KCNH2 3.1 block,KCNH2 WT inh
COC(=O)c1ccc2cc(OC)c(OC)cc2c1,0,-1
COc1ccc(C=Cc2ccc3ccccc3n2)c(OC)c1,-7,-23
C[C@@H]1CN([C@@H](C)CO)S(=O)(=O)c2ccc(Br)cc2O[C@H]1CN(C)Cc1ccncc1,7,-19
O=C(OC1C2C=CC1C1C(=O)NC21)c1ccccc1 (centres undefined),1,-3
C[C@H](CO)N1C[C@H](C)[C@H](CN(C)C(=O)c2ccccc2F)Oc2ncc(Br)cc2C1=O,8,23
CCOc1ccccc1N(CC(=O)NCCc1ccc(OC)cc1)S(=O)(=O)c1ccc(C)cc1,-10,40
CC(C)NC(=O)N(C)C[C@H]1OCc2cnnn2CCCC(=O)N([C@H](C)CO)C[C@H]1C,16,-12
O=C(NC(Cc1c[nH]c2ccccc12)C(=O)O)c1cccc(S(=O)(=O)N2CCCCC2)c1 (centres undefined),12,-9
O=C(CN1c2cccc3cccc(c23)S1(=O)=O)NCc1ccccc1Cl,3,4
CN(C(=O)COC(=O)c1cc([N+](=O)[O-])ccc1N1CCOCC1)C1CCCCC1,22,-30
C[C@H](CO)N1C[C@H](C)[C@H](CN(C)Cc2ccccc2)Oc2ncc(Br)cc2C1=O,4,-11
CNC(=O)c1ccsc1NC(=O)CS(=O)(=O)c1ccc(F)cc1,1,2
FC(F)(F)c1nc2nc(Cl)c(Cl)nc2[nH]1,-71*,17
CC(NC(=O)COC(=O)c1ccc2c(=O)n3c(nc2c1)CCCCC3)c1ccc(F)cc1 (centres undefined),?,1
C[C@@H]1CN([C@H](C)CO)C(=O)c2cc(Br)cnc2O[C@@H]1CN(C)C(=O)Nc1ccccc1,2,0

Remaining list, next part:
SMILES	KCNH2 3.1 block	KCNH2 WT inh
COc1ccccc1N(CC(=O)N1CCCCC1C)S(=O)(=O)c1ccc(Cl)cc1 (centres undefined)	-10	24
COc1cccc(C#Cc2cnc3c(c2)C(=O)N([C@@H](C)CO)C[C@H](C)[C@H](CN(C)C(=O)C2CCC2)O3)c1	35	-16
C[C@@H]1CN([C@H](C)CO)C(=O)CCCn2nncc2CO[C@H]1CN(C)S(=O)(=O)c1cccc(F)c1	-4	-1
Cc1nn(CC(C)C)c(Cl)c1C(=O)NCC(C)(C)N1CCOCC1	-2	-6
COc1ccc(NS(=O)(=O)c2cc(N=Nc3c(O)[nH]c(=O)[nH]c3=O)ccc2OC)cc1Br	11	8
Cc1ccc(S(=O)(=O)N(C)C[C@@H]2OCCCC[C@H](C)Oc3ccc(NC(=O)Nc4ccc(F)cc4)cc3C(=O)N([C@H](C)CO)C[C@H]2C)cc1	3	10
Cc1ccc(NC(=O)CNC(=O)C23CC4CC(CC(C4)C2)C3)nc1	-2	3
O=C(NCc1ccc(F)cc1)c1ccc(S(=O)(=O)N2CCCC2)cc1	11	-24
COc1cccc(C(=O)C(CCC#N)c2ccccc2)c1 (centres undefined)	4	-1
COc1ccc([C@H]2C[C@@H](O)[C@H](n3cc(C4CC4)nn3)CN2C(=O)C2CCCCC2)cc1	3	4
N#Cc1c(NC(=O)COC(=O)C2=COCCO2)sc2c1CCCC2	-1	-31
CC1CCCCC1NC(=O)CCn1c(=S)[nH]c2ccccc2c1=O (centres undefined)	-5	-5
CCCCN1C(=O)C(CC(=O)NCCc2ccccn2)CC(C(=O)N(C)C)=C1C (centres undefined)	1	3
CC(C)CN(C(=O)COc1ccccc1C(=O)NCc1ccccc1)C1CCS(=O)(=O)C1 (centres undefined)	12	-6
CC1(C)CC(=O)C=C(c2ccc(COC(=O)c3ccccc3)cc2)C1=O	1	-2
COc1ccc(N2CSC(=S)N(c3ccc(OC)cc3)C2)cc1	-18	-9
COc1cccc(C#Cc2ccc3c(c2)O[C@H](CN(C)C)[C@@H](C)CN([C@@H](C)CO)S3(=O)=O)c1	6	1
CC1=C(C(=O)N(C)C)CC(CC(=O)NCc2cccs2)C(=O)N1CCC1=CCCCC1 (centres undefined)	4	-5
C[C@@H]1CN([C@H](C)CO)C(=O)CCCn2nncc2CO[C@H]1CN(C)Cc1ccc(C(F)(F)F)cc1	18	10
Cc1cccc(C)c1NC(=O)NS(=O)(=O)c1ccccc1	22	14
CCOC(=O)c1c(CC(C)C)csc1NC(=O)COC(=O)c1cnc(C)cn1	11	-13
CCOc1ccccc1N1C(=O)CC(Sc2ccccc2N)C1=O (centres undefined)	-3	19
C[C@H]1CN([C@@H](C)CO)S(=O)(=O)c2ccc(Br)cc2O[C@@H]1CN(C)C(=O)c1cccnc1	-3	2
COc1cccc(NC(=O)CN(C)C(=O)/C=C/c2ccc(S(=O)(=O)N3CCCCCC3)cc2)c1	-16	15
C[C@@H]1CN([C@@H](C)CO)C(=O)CCCn2nncc2CO[C@H]1CN(C)S(=O)(=O)c1ccc(Oc2ccccc2)nc1	17	13
C#CCN(C[C@H]1[C@H](OC(=O)NC2CC2)[C@H](OC(=O)NC2CC2)C[C@H]2C(=O)N(c3ccccc3)C(=O)[C@@H]12)S(=O)(=O)c1ccc(C)cc1	4	11
COc1ccc(CN2C[C@H]3CON(C)[C@H]3C[C@H]2c2ccc(-c3cccc(F)c3)cc2)cc1	-1	-20
O=C1CCN(C(=O)Cc2ccccc2)c2ccccc21	2	2
CCOC(=O)N1CCN(CC(=O)Nc2nccs2)CC1	6	4
CCCC(=O)N(Cc1cc2cc(OC)ccc2[nH]c1=O)c1ccc(OC)cc1	-3	-2
CCCc1c(C)nc2scc(-c3ccc(Cl)cc3)n2c1=O	4	-22
Cc1ccc(-c2nc3ccc(Cl)cn3c2Cc2ccccc2)cc1	-6	-8
CCN1C(=O)[C@H]2[C@@H](c3ccc(C)cc3)N[C@]3(CCCN(Cc4ccc(OC)cc4)C3=O)[C@H]2C1=O	1	-7
COc1ccc(CN2C(=O)C(CC(=O)NCC3CCCCC3)CC(C(=O)N3CCOCC3)=C2C)cc1 (centres undefined)	-5	-1
COc1cccc(NC(=O)CCC2CCN(C(=O)C(OC)c3ccccc3)CC2)c1 (centres undefined)	-3	-4
Cc1ccc(S(=O)(=O)N2CCOCC2)cc1C(=O)NCCCN1CCCC1=O	17	-10
C=CCC1(CC=C)CC(Cc2cnccn2)N(C(=O)OC(C)(C)C)C1 (centres undefined)	1	5
COc1ccc(S(=O)(=O)Nc2cc3c4c(c2)CC(=O)N4CCC3)cc1OC	-9	-1
Cc1cccc(-n2ncc3c2CCCC3NC(=O)c2cccs2)c1C (centres undefined)	4	-3
O=S(=O)(c1cccc(C(F)(F)F)c1)N1c2ccccc2-n2cccc2C1c1cccnc1 (centres undefined)	-17	-12
COc1ccccc1Cn1c(=S)[nH]c2cc(C(=O)N3CCCC(C)C3)ccc2c1=O (centres undefined)	-5	5
Cc1ccc(S(=O)(=O)N2C[C@H]3[C@H]4C(=O)N(c5ccccc5)C(=O)[C@H]4C[C@H](OC(=O)Nc4cccs4)[C@@]3(O)C2)cc1	0	4
O=C(NCc1cccc(Cl)c1)c1ccc(S(=O)(=O)N2CCCCC2)cc1	-7	-9
Cc1cnc2c(N)cc(C)c(C)c2c1	5	6
O=C(Cc1ccccc1)CC(CC(=O)c1ccccc1)c1ccccc1 (centres undefined)	-8	-10
CSc1ncnc2c1ncn2CCCNCCc1ccccn1	-20	-1
Cc1ccc([C@@H]2C[C@H]3[C@@H](CN2S(=O)(=O)c2ccc(Cl)cc2)C(=O)C[C@@H](c2ccccc2)N3S(=O)(=O)c2ccc(C)cc2)cc1	1	-9
C[C@H](CO)N1C[C@H](C)[C@@H](CN(C)C(=O)c2ccccc2)OCc2cnnn2CCCC1=O	5	2
COC(=O)C[C@H]1C[C@H]2c3cc(NC(=O)Cc4ccncc4)ccc3O[C@H]2[C@@H](CO)O1	-19	-11
NC1=NC2OC(CO)C(O)C2O1 (centres undefined)	3	-9
COC(=O)c1cc(OC)c(OC)cc1NC(=O)CCN1C(=O)C2CCCCC2C1=O (centres undefined)	?	-1
Cc1ccc(S(=O)(=O)NCc2cccc([N+](=O)[O-])c2)cc1	-6	-4
Cc1ccc(S(=O)(=O)N(C)C[C@H]2Oc3cc(Br)ccc3S(=O)(=O)N([C@H](C)CO)C[C@@H]2C)cc1	0	1
COc1ccc(-c2ccc(CN3C(CC(C)C)C(=O)N(Cc4cn(Cc5ccco5)nn4)CCS3(=O)=O)cc2)cc1 (centres undefined)	-9	-47
Nc1nccc(N2CCCCC2)n1	10	1
COc1ccc(/C=C/C(=O)OCC(=O)NC2CCCCCC2)cc1	-3	-7
C[C@@H]1CN([C@@H](C)CO)S(=O)(=O)c2ccc(Br)cc2O[C@@H]1CN(C)Cc1cccnc1	9	7
Cn1c(-c2ccccc2)cc(=O)cc1-c1ccccc1	4	-14
C[C@@H]1CCCCO[C@H](CN(C)Cc2ccc(C(=O)O)cc2)[C@H](C)CN([C@@H](C)CO)C(=O)c2cc(NC(=O)Nc3ccc(C(F)(F)F)cc3)ccc2O1	37	-2
COc1ccc(NS(=O)(=O)c2cccc(C(=O)N3CCN(C/C=C/c4ccccc4)CC3)c2)cc1	-10	18
The list goes on:
SMILES	KCNH2 3.1 block	KCNH2 WT inh
COCCCn1c(SCC(=O)c2c(N)n(C3CC3)c(=O)[nH]c2=O)nnc1-c1ccccc1Cl	5	-15
O=C(NN=Cc1ccc2c(c1)CCC2)c1cccc([N+](=O)[O-])c1	-3	0
COc1ccc(OC)c(CCNC(=O)Cc2ccc(NC(=O)C3=C(C)OCCS3)cc2)c1	-9	-9
Cc1nnc(SCC(=O)NC2CCCCC2)n1-c1ccccc1	17	-9
C[C@H]1CN([C@@H](C)CO)C(=O)CCCn2nncc2CO[C@@H]1CN(C)C(=O)NC1CCCCC1	-12	14
CN(CC(=O)Nc1cc(Cl)ccc1-n1cncn1)Cc1ccccc1N1CCOCC1	-7	20
COc1cc(C#N)ccc1OCC(=O)Nc1cccc(S(=O)(=O)N(C)c2ccccc2)c1	-8	1
Cc1ccc(C)c(NC(=O)CN(C)C(=O)c2ccccn2)c1	11	22
O=C(Nc1ccc(S(=O)(=O)NC2=NCCCCC2)cc1)c1cccc(OC(F)F)c1	-4	-2
CCCCN1C(=O)C(CC(=O)NCc2cccc3ccccc23)CC(C(=O)N2CCOCC2)=C1C (centres undefined)	24	-13
C#CCN(C[C@@H]1[C@@H](OC(=O)Nc2cccs2)[C@@H](OC(=O)Nc2cccs2)Cn2c(=O)n(CCCCCC)c(=O)n21)S(=O)(=O)c1ccc(C)cc1	-4	-17
Clc1ccc(NN(Cc2ccncc2)c2ccc(Cl)cc2)cc1	-10	4
Cc1c(C(=O)/C=C/c2ccccc2F)c2cc(O)ccc2n1C	8	9
Cc1nn(-c2ccccc2)nc1C(=O)Nc1cccc(C(=O)NC2CC2)c1	-6	9
CCS(=O)(=O)C1C(=O)N(C)C(S(=O)(=O)CC)C(=O)N1C (centres undefined)	-4	22

An excerpt, so the mix of outcomes need not match the whole.
